# Screening results (PubChem BioAssay)
# EWS-Fli inh – blocks EWS/Fli oncoprotein-driven transcription; 0.67% of 350,000 active; AID 651661; A673 NR0B1-luciferase reporter, viability-normalised; inhibition, % at 12.6 µM;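 active means mean inhibition of at least 50% after viability correction, with every replicate also passing that limit; inconclusive means mean reaches 50% but only one of two replicates passes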;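 further: firefly luciferase signal divided by Alamar Blue viability fluorescence both relative to DMSO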
# LGR2 inh – blocks bursicon-induced cAMP signaling via Drosophila LGR2. HEK293 LGR2, CRE-luciferase, bursicon-stimulated, 4 h. 0.35% of 380,000 active. inhibition, % at 9.99 µM. AID 720647;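 active means drop in luminescence signal, shown as inhibition above about 50% in the replicate tests, limit read from the data, passing the limit was not always enough; inconclusive means probably only some replicates passing the limit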;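 further: agonist challenge used bursicon conditioned medium at about half maximal strength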
# DENV2 CPE rescue – protects cells from dengue virus 2 cytopathic effect | DENV2-infected cells, cytopathic effect rescue, plate reader | CPE inhibition, % at 9.99 µM | 1.7% of 350,000 active | AID 651640; in the data active means CPE inhibition above about 20%, passing the limit was not always enough; inconclusive means no clear call, values can overlap the other calls; tested in BHK-21 cells;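 further: 0% = median of neutral control wells and 100% = median of positive control wells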
# Casp6 inh – caspase-6 (human) enzyme inhibition; purified caspase-6, Z-VEID-R110 cleavage fluorescence; inhibition, % at 12.5 µM; 0.53% of 350,000 active; AID 686996;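 active means mean inhibition across replicates at least about 35%, with every replicate also reaching that limit, limit read from the data; inconclusive means only one of the two criteria met; inactive means neither criterion met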;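 further: 0% = median of neutral control wells and 100% = no fluorescence left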
# Target sequence (P55212 24-179 limits assumed): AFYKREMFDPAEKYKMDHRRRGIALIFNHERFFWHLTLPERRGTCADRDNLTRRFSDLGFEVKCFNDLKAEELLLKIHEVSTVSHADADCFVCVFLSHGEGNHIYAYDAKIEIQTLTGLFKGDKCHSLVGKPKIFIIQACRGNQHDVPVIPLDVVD
# Target sequence (P55212 194-293 limits assumed): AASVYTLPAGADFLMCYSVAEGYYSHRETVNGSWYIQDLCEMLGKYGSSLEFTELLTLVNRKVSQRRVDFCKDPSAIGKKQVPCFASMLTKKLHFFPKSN
# ARNT TACC3 PPI – ARNT/TACC3 interaction disruption | 0.66% of 390,000 active | inhibition, % at 9.99 µM | Q9Y6A5 | AlphaScreen His-ARNT PAS-B/GST-TACC3 binding, luminescence; TACC3 fragment carries E629A point mutation;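 active means mean inhibition of replicates at least 50% and at least half of replicates each reaching 50%; inconclusive means half or more replicates reach 50% but mean below 50%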;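 further: 0% = complete ARNT plus TACC3 wells and 100% = ARNT alone without TACC3; many hits fall short of the cut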
# SIRT5 block – inhibitors of human sirtuin-5 desuccinylase; inhibition, % at 15 µM; 1.1% of 330,000 active; AID 652115; Purified SirT5, succinyl-peptide AMC, trypsin-coupled fluorescence; Q9NXA8; in the data active means inhibition above about 15%; inconclusive means no clear call, values can overlap the other calls
# Target sequence (Q9NXA8 whole entry, looked up): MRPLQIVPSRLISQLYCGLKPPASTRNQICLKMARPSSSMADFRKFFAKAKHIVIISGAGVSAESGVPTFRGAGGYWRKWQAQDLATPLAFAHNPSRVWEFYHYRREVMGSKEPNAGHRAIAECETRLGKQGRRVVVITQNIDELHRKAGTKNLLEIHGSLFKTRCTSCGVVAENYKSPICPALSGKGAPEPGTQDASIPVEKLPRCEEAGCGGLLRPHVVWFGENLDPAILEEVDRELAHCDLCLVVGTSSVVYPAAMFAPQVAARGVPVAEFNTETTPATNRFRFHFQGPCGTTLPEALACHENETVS
# PAX8 reporter – inhibitors of PAX8 transcriptional activity in RMG-I cells; RMG-I TPO-luciferase reporter, SteadyGlo, 24 h; 1.2% of 360,000 active; inhibition, % at 12.6 µM;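 active means mean replicate inhibition at least 60% with every replicate also reaching 60%; inconclusive means only one of the two criteria is met; inactive means mean below 60% and not all replicates reaching 60%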;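 further: luciferase light reporting Pax8 driven TPO promoter activity; plate controls were median of neutral control wells for no effect and mitoxantrone controls for full effect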
# The depositor's hits bear a star; ? = inconclusive; . = no result given. Rows were taken by chance (roughly 4.9% active in at least one column).
SMILES,EWS-Fli inh,LGR2 inh,DENV2 CPE rescue,Casp6 inh,ARNT TACC3 PPI,SIRT5 block,PAX8 reporter
O=C1c2cccnc2C(=O)N1Cc1ccc(F)cc1S(=O)(=O)NCc1ccco1,0.0,3.0,3.4,1.1,24.4,0.9,5.3
O=C(C[C@H]1C[C@H]2c3cc(NC(=O)c4ccc5c(c4)OCO5)ccc3O[C@H]2[C@@H](CO)O1)NCc1ccc(Oc2ccccc2)cc1,-14.0,-16.4,-2.1,0.6,-2.8,-0.9,-20.2
CCn1cc(CN2CCC(n3nccc3NC(=O)c3ccccc3OC)CC2)cn1,.,-2.7,-1.3,-0.6,.,-5.9,-5.5
NNC(=O)c1sc(-c2ccccc2)cc1N,-19.0,0.9,10.0,0.9,-2.7,1.7,-25.6
Cc1nc([N+](=O)[O-])c(Sc2nc3ccccc3[nH]2)n1Cc1ccccc1,.,10.8,1.0,2.2,0.4,.,17.3
O=C(CSc1nnc(C2CC2)n1C1CC1)c1cccs1,-6.7,6.9,3.3,-3.1,4.1,-3.4,1.2
COc1ccc(CN(C)S(=O)(=O)c2nnc(NC(=O)c3cccc(F)c3)s2)cc1,5.0,-0.3,0.8,.,5.6,0.8,-8.2
C[C@@H]1CCCCO[C@@H](CN(C)C(=O)c2ccccc2)[C@H](C)CN([C@H](C)CO)C(=O)c2cc(NC(=O)Nc3ccc(F)cc3)ccc2O1,23.8,-9.8,.,-2.9,-1.2,4.6,5.5
O=C(C[C@H]1C[C@@H]2c3cc(NC(=O)NC4CCCC4)ccc3O[C@@H]2[C@H](CO)O1)NCc1cc(F)ccc1F,-8.5,-7.6,-9.9,.,4.2,.,-4.8
CN1CCN(C(=O)c2cc3c(c(-c4cccc(-c5ccc(C#N)cc5)c4)n2)[C@@H](CCO)N([S@](=O)C(C)(C)C)C3)CC1,3.5,2.4,-3.4,-0.5,-5.6,-4.6,-9.7
Cc1ccc(C(=O)N/C(=C/c2ccc(-c3cccc([N+](=O)[O-])c3)o2)C(=O)NC(C)(C)C)cc1,8.0,.,2.1,-2.2,-9.1,3.0,28.4
CCOC(=O)c1ccc(-n2c(O)c(/C=N/NC(=O)C3COc4ccccc4O3)c3ccccc3c2=O)cc1 (stereo unspecified),4.4,.,14.0,-1.1,2.2,11.2,-5.3
COc1ccc(N2CCN(C(CNC(=O)C(=O)NCC(OC)OC)c3ccco3)CC2)cc1 (stereo unspecified),-3.9,-19.1,-3.0,-3.8,-4.2,-3.1,4.3
CCn1c(SCC(=O)N(C)CC(=O)Nc2ccc(F)c(F)c2F)nnc1-c1ccco1,-0.7,9.4,12.4,-1.2,4.0,-6.4,26.0
O=C(/C(=C\c1ccccc1)c1nc2ccccc2[nH]1)c1ccc(Cl)cc1,.,-53.7,.,.,-2.5,.,-258.8
Cc1ccc(S(=O)(=O)N2CCC3(CC2)OCCO3)s1,.,2.4,3.0,1.2,-1.7,-0.4,-0.8
C[C@@H]1CN([C@H](C)CO)C(=O)c2c(c3ccccc3n2C)-c2ccccc2CO[C@@H]1CN(C)S(=O)(=O)c1ccc(Cl)cc1,22.2,11.9,-1.4,-0.8,10.4,18.6*,.
CC(=O)c1ccc(OCCCC(=O)Nc2cc(Cl)ccc2-n2cncn2)cc1,.,-5.2,55.6*,4.2,-4.6,-1.6,17.1
Cc1nc(NN)nc(NCc2ccccc2)n1,16.0,-9.5,-3.4,-0.5,0.2,4.5,12.0
CC(C)CC1Nc2ncnc(N3CCN(c4ccccc4)CC3)c2N(Cc2ccc(Br)cc2)C1=O (stereo unspecified),-2.1,5.6,7.3,4.3,7.4,-0.1,-1.9
CC1CCCC(C)N1C(=O)COC(=O)CNC(=O)c1sc2ccccc2c1Cl (stereo unspecified),11.0,11.0,7.5,-3.8,-7.7,1.3,7.1
CNC[C@@H]1Oc2c(NC(=O)Nc3c(C)noc3C)cccc2C(=O)N([C@@H](C)CO)C[C@H]1C,-4.1,4.3,16.0,0.9,.,.,-6.8
C[C@@H]1CN([C@@H](C)CO)C(=O)c2cccc(NC(=O)C3CCOCC3)c2O[C@@H]1CN(C)Cc1ccc(Cl)c(Cl)c1,-15.9,-4.2,5.4,-0.6,10.8,-0.2,20.5
CC1Cc2ccccc2N1CC(=O)c1c(N)n(Cc2ccccc2)c(=O)n(C)c1=O (stereo unspecified),-9.0,1.1,0.2,-5.5,1.4,-2.5,28.9
Cc1ccc(-n2c(C)cc(/C=C3/C(=N)N4C(c5ccccc5)=CSC4=NC3=O)c2C)cc1,.,10.7,.,.,-2.4,.,3.3
O=C(COC(=O)c1cc(Br)ccc1O)Nc1ccc2c(c1)OCO2,-15.9,-8.4,?,-4.1,1.5,0.9,-5.1
N#Cc1ccc(C(=O)OCc2cccc(S(=O)(=O)N3CCOCC3)c2)cc1,7.8,-13.2,1.7,5.3,-8.4,-2.5,-21.3
Cc1ccc(C)c(OCC(=O)Nc2nc3ccc([N+](=O)[O-])cc3s2)c1,.,-7.2,.,.,-2.3,.,4.7
Cc1ccc(Cl)cc1NC(=O)COC(=O)c1ccc(N2CCCC2)c([N+](=O)[O-])c1,-5.2,.,-12.4,3.9,.,-1.6,.
CCN(C(=O)COC(=O)c1n[nH]c2ccccc12)c1ccccc1,-6.7,13.3,8.3,0.1,.,-1.7,7.0
COc1ccc(CCNC(=O)Nc2nc(C(N)Cc3ccccc3)cs2)cc1OC (stereo unspecified),-3.6,2.4,1.0,7.6,.,-2.2,-3.2
COc1coc(/C=C/C(=O)O)cc1=O,-2.5,7.2,-9.5,-3.3,-5.4,-3.0,-18.6
CS(=O)(=O)N(CC(=O)N1CCOCC1)c1ccccc1,6.7,-0.7,1.9,-2.9,0.7,0.4,-5.4
COc1ccc(C(=O)N[C@H](C(=O)NCCc2ccc3c(c2)OCCO3)C(C)C)cc1,-5.0,-20.8,12.9,-3.0,-3.2,0.2,-10.4
C=C(C)C1CC=C(C)/C(=N/NC(=O)COc2ccccc2C)C1 (stereo unspecified),18.4,7.4,2.6,-0.9,22.4,-3.4,24.9
O=C(C[C@@H]1CC[C@@H]2[C@H](COC[C@@H](O)CN2S(=O)(=O)c2ccc(Cl)cc2)O1)N[C@@H]1CCN(Cc2ccccc2)C1,8.3,-2.5,-3.0,0.6,17.0,2.0,7.1
COc1ccc2c3c([nH]c2c1)[C@H](CO)N(C(=O)CN(C)C)CC31CN(Cc2ccncc2)C1,-7.9,0.3,5.2,.,.,.,.
C=CCNC(=O)c1ccc(C2SCC(=O)N2Cc2ccccc2)cc1 (stereo unspecified),-12.6,11.3,5.0,2.3,-5.6,0.5,-3.5
CCN(CC)C(=O)c1nc[nH]c1C(=O)N1CCN(C(=O)OC(C)(C)C)CC1,-3.6,-5.0,-2.3,-3.3,-5.8,.,-27.7
Cc1noc(C)c1C(=O)OCC(=O)NCc1ccc(Cl)cc1,-2.5,-2.1,-11.1,-0.6,-24.7,-1.7,-1.8
O=C(C[C@@H]1CC[C@@H]2[C@H](COC[C@H](O)CN2Cc2cc(F)ccc2F)O1)NCc1ccccc1,-13.6,4.7,-1.4,-0.2,-2.2,2.3,3.7
COc1ccc(CCC(=O)OCC(=O)Nc2ccccc2)cc1,-37.0,-16.0,0.3,1.8,-1.8,4.0,-22.1
Cc1cc2c(=O)n(C)c(SCC(=O)NCC3CCCO3)nc2s1 (stereo unspecified),2.4,15.5,-4.8,5.0,-4.3,0.8,-3.7
COc1ccc(C(=O)NC(=S)N2CCN(c3ccccc3OC)CC2)cc1OC,5.1,-0.4,2.5,-0.9,2.3,-0.7,-13.9
c1ccc(CC(Cc2ccccc2)c2ccccn2)cc1,-7.4,-32.0,-3.4,0.2,-5.2,-10.8,-11.3
O=C(NCC1CCCCC1)[C@@H]1[C@@H](CO)[C@@H]2Cn3c(ccc(-c4ccncc4)c3=O)[C@H]1N2,1.0,0.9,10.2,4.4,-6.3,-50.0,-10.1
O=C(Nc1ccnn1C1CCN(C(=O)c2cnsn2)CC1)c1cccc(F)c1,-13.2,-7.4,7.1,-3.1,0.6,2.3,1.5
CC(C)C#Cc1ccc([C@H]2[C@H]3CN(C(=O)c4ccc5c(c4)OCO5)CCCCN3[C@H]2CO)cc1,-11.5,3.5,-2.1,-1.4,4.2,2.6,18.0
Cc1ccc(NC(=O)Nc2ccc(F)cc2)cc1Cl,-113.5,-34.6,-5.5,0.7,3.0,-2.8,-149.5
Cc1ccccc1NC(=S)NCc1cccn1C,-4.2,.,-1.7,1.5,-2.3,3.4,24.9
O=C(NCc1nc2ccccc2[nH]1)c1ccccc1F,-12.9,-4.2,2.7,1.1,.,-0.7,-55.6
COc1ccc(-c2[nH]ncc2C=O)cc1OC,9.7,1.9,0.2,-3.2,3.5,-1.0,-4.6
CC1=C(C(=O)OCc2ccc([N+](=O)[O-])cc2)N2C(=O)C(NC(=O)Cc3ccccc3)C2SC1 (stereo unspecified),8.2,4.0,0.8,5.0,-1.0,-1.6,21.0
CCN1CC2=C(OC(N)=C(C#N)C2c2cccs2)/C(=C\c2cccs2)C1 (stereo unspecified),20.4,7.4,-0.6,-1.0,-2.4,-0.8,.
CCOc1cc2c(cc1OCC)C(c1ccc(O)c(OC)c1)NCC2 (stereo unspecified),0.0,-33.4,-14.6,0.6,-9.4,-0.8,4.0
Cc1ccccc1Oc1ccc2c(c1)[C@@H]1C[C@H](N(C)C(=S)Nc3ccc(F)cc3)[C@H]([C@H](C)O)C(=O)N1CC2,14.6,7.2,-7.8,-1.0,.,-0.5,-10.8
Cc1cc(C(=O)O)cc(Br)c1N,-2.9,.,-3.9,8.3,-18.8,-1.8,-3.1
Cc1noc(C)c1S(=O)(=O)N(C)C[C@@H]1Oc2c(NS(=O)(=O)c3cn(C)cn3)cccc2C(=O)N([C@H](C)CO)C[C@@H]1C,-2.9,28.8,-3.8,0.3,-2.4,-5.5,.
COc1ccc(N2CC(NS(=O)(=O)c3cccnc3)CC2=O)cc1 (stereo unspecified),-2.6,14.4,-2.2,-6.7,-4.6,-3.6,-9.5
CCc1ccc(NC(=O)Nc2ccsc2C(=O)OC)cc1,.,17.7,15.4,-1.0,-0.6,-2.6,-144.6

# Entries of single compounds from above. Values in the order: EWS-Fli inh | LGR2 inh | DENV2 CPE rescue | Casp6 inh | ARNT TACC3 PPI | SIRT5 block | PAX8 reporter
# `COc1ccc(CCC(=O)OCC(=O)Nc2ccccc2)cc1` across the screens: -37.0 | -16.0 | 0.3 | 1.8 | -1.8 | 4.0 | -22.1
# `O=C(Nc1ccnn1C1CCN(C(=O)c2cnsn2)CC1)c1cccc(F)c1` across the screens: -13.2 | -7.4 | 7.1 | -3.1 | 0.6 | 2.3 | 1.5
# `Cc1ccccc1Oc1ccc2c(c1)[C@@H]1C[C@H](N(C)C(=S)Nc3ccc(F)cc3)[C@H]([C@H](C)O)C(=O)N1CC2` across the screens: 14.6 | 7.2 | -7.8 | -1.0 | . | -0.5 | -10.8

# (list continues)
SMILES,EWS-Fli inh,LGR2 inh,DENV2 CPE rescue,Casp6 inh,ARNT TACC3 PPI,SIRT5 block,PAX8 reporter
Cc1ccc(CNC(=O)/C=C/c2ccc(S(=O)(=O)NCc3ccco3)cc2)cc1,-3.9,24.0,-6.3,-0.5,-0.9,0.0,-2.2
CCOC(=O)c1c(C)[nH]c(C(=O)OCc2nc3ccsc3c(=O)[nH]2)c1C,-50.5,-49.1,-9.4,-0.4,.,.,-65.6
Cc1ccc(-c2nn(-c3ccccc3)cc2C(=O)N2CCN(c3ccccn3)CC2)cc1,-11.3,-18.3,11.8,4.2,-5.2,.,7.6
Cc1ccc(C(C)C)c(OCC(=O)NN2C(=O)c3ccccc3C2=O)c1,12.6,-5.2,0.2,0.6,-8.0,0.0,6.6
CCN1CCN(C(=O)c2cc(-c3cccnc3)nc3ccc(Br)cc23)CC1,.,-3.1,.,-0.4,0.2,0.6,.
COc1ccc(-n2nc(C(=O)NCC(=O)N3CCCCCC3)c3ccccc3c2=O)cc1OC,-22.5,-8.7,-1.1,1.9,2.3,0.1,-17.1
CCN(C1CCS(=O)(=O)C1)S(=O)(=O)c1ccc(Cl)s1 (stereo unspecified),-6.0,-10.6,12.8,3.0,-1.6,-5.1,-7.9
